# LYP inhibition – PTPN22 lymphoid phosphatase activity blockers – biochemical, fluorescence intensity, uHTS (AID 1779); recombinant LYP phosphatase, fluorescence intensity; higher % means a stronger effect; inhibition, % at 11.5 µM, or IC50 in µM where a hit was titrated; 0.054% of 290,000 active;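 further: plate controls were vehicle with enzyme for no effect and no enzyme for full effect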
# KOR beta-arrestin-1 – KOR antagonists, beta-arrestin recruitment, cell-based, luminescence, uHTS (AID 1778) | one-dose inhibition, % at 10 µM; IC50 in µM for titrated hits | 0.091% of 290,000 active | KOR beta-arrestin recruitment, luminescence, antagonist mode; higher % means a stronger effect; further: strong numbers were not always called active
# NOD1 inhibition – NOD1 signaling inhibitors, primary screen, cell-based, luminescence, uHTS (AID 1578); inhibition, % at 4 µM; hits with a dose series show EC50 in µM; NOD1-driven NF-kB luciferase reporter cells, luminescence; higher % means a stronger effect; 1% of 290,000 active; in the data active means inhibition mostly above about 36%, no sharp cut-off; inactive means mostly below about 34%;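 further: HEK-293T reporter cells stimulated with the NOD1 agonist gamma-tri-DAP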
# TNAP activation fold – stimulation of alkaline phosphatase TNAP activity – biochemical, luminescent, no phosphate acceptor, uHTS, primary screen (AID 1001); purified TNAP, luminescent activation assay, no phosphate acceptor; higher activation fold means a stronger effect; activation fold at 20 µM; hits with a dose series show EC50 in µM; 0.03% of 200,000 active; in the data active means activation fold from about 3, or a potency from the dose series; inactive means the rest, 99 in 100 with activation fold below about 1.6; further: many of its hits are not listed in these tables
# NOD2 inhibition – NOD2 signaling inhibitors, cell-based, luminescence, uHTS, HEK293 (AID 1566); inhibition, % at 4 µM; hits with a dose series show EC50 in µM; 0.63% of 290,000 active; HEK293 NOD2/NF-kB luciferase reporter, luminescence; higher % means a stronger effect; further: many of its hits are not listed in these tables
# human PMI inhibition – MPI enzyme activity inhibition – biochemical, fluorescence intensity, coupled assay, primary screen (AID 1209); purified PMI enzyme, coupled fluorescence intensity; higher % means a stronger effect; inhibition, % at 20 µM; hits with a dose series show IC50 in µM; 0.42% of 190,000 active;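 further: plate controls were DMSO vehicle for no effect and wells lacking substrate for full effect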
# KOR beta-arrestin-2 – kappa opioid receptor activators – cell-based, luminescence, uHTS, primary screen (AID 1777). 0.02% of 280,000 active. activation, % at 10 µM, or EC50 in µM where a hit was titrated. KOR beta-arrestin recruitment, luminescence; higher % means a stronger effect; in the data active means activation above about 50%, passing the limit was not always enough; further: a part of the inactive calls stands beside numbers as strong as those of hits
# PMI inhibition – MPI inhibition at elevated mannose 6-phosphate – biochemical, fluorescence intensity, high mannose 6-phosphate, primary screen (AID 1220) | 0.66% of 190,000 active | one-dose inhibition, % at 20 µM; IC50 in µM for titrated hits | recombinant PMI enzyme, coupled fluorescence intensity; higher % means a stronger effect
# XIAP antagonists – small molecules displacing peptide from XIAP – biochemical, IAP family, fluorescence polarization (AID 1018); XIAP BIR domain, fluorescence polarization peptide displacement; higher % means a stronger effect; 0.007% of 200,000 active; one-dose displacement, % at 20 µM; IC50 in µM for titrated hits; in the data active means displacement above about 50%; further: a part of the inactive calls stands beside numbers as strong as those of hits
# Starred values were filed as active, the others as inactive; nt = no result given; [ ] = remark or other dose. Unless noted, no stated cut-off is given here; in the data, active means inhibition above about 50%; inactive means the rest. A portion of the library; the hit share may differ from the screen's.
molecule,LYP inhibition,KOR beta-arrestin-1,NOD1 inhibition,TNAP activation fold,NOD2 inhibition,human PMI inhibition,KOR beta-arrestin-2,PMI inhibition,XIAP antagonists
Cn1c(CSc2nc3ccccc3s2)nnc1SCC(=O)NCc1ccccn1,0%,-19%,-21%,1.1,-3%,-10%,4.4%,-9%,-12%
COc1ccc(C(=O)Nc2cc(OC)nc(OC)n2)cc1,2%,10%,-65%,1,-80%,-3%,3.0%,-3%,1.6%
COc1ccc(C(=O)c2ccc(OC)c(N)c2)cc1N,-2%,-173%,5%,1.1,-18%,13%,3.3%,12%,-13%
CC(C)N(C)CCOC(=O)c1ccc2c(c1)OCCO2,-2%,-28%,-16%,1.1,-9%,-23%,-1.7%,-14%,-4.5%
O=C1CCCc2c1cc(C(=O)O)c(=O)n2-c1ccccc1,-6%,-41%[20 µM],-29%,1.1,-19%,3%,nt,8%,2.6%
CC(SC(=S)N1CCCC1)C(=O)O (stereo not given),-4%,0%[20 µM],-13%,1.1,11%,-5%,nt,-8%,-3.2%
CCOC(=O)N1CCN(c2cc(C)nc3nc(C)nn23)CC1,-1%,10%,-24%,1.1,3%,-18%,2.9%,-15%,-3.7%
COc1cc(CNc2nc(C)c([N+](=O)[O-])c(C)c2C#N)cc(OC)c1,-9%,0%,-6%,1,17%,14%,-0.7%,17%,-3.1%
CN(C)CCCNC1=CC(=O)OC12CCCCC2,-9%,19%,-27%,1.1,13%,9%,-3.6%,6%,-2.9%
Clc1ccc(-c2cn3cccnc3n2)cc1Cl,-1%,9%,-21%,1.1,-5%,-53%,-2.1%,-96%,3.0%
CN(C)c1nc(N)nc(/C(C#N)=C/C2CC3C=CC2C3)n1 (stereo not given),-6%,2%,0%,1,8%,3%,-0.5%,-1%,-6.3%
Cc1cc(NC(=O)c2cccc(N3C(=O)CCC3=O)c2)no1,-8%,8%,-5%,1.1,18%,1%,-1.8%,4%,-5.8%
CC(C)(C)NC(=O)CSc1nc(-c2ccc(F)cc2)cs1,1%,0%,-26%,1.1,-77%,14%,-0.7%,15%,-5.6%
CC(C)c1ccc(OCC(=O)N(c2ccccn2)C2CCCCC2)cc1,-11%,-4%,6%,1.1,0%,5%,24%,0%,-7.6%
CCOc1ccccc1C1CC(c2cccs2)=NN1S(C)(=O)=O (stereo not given),0%,-30%[20 µM],-10%,1.4,7%,5%,0.0%,8%,-36%
O=C(NCCC1=CCCCC1)C1CCN(c2nnc(-n3cccc3)s2)CC1,2%,26%,-12%,1.1,1%,4%,-2.3%,4%,-8.0%
Cc1cc(O)ccc1Nc1nc(-c2cccnc2)cs1,-10%,-44%[20 µM],12%,nt,-6%,nt,0.5%,nt,nt
COc1cc2sc(C)nc2cc1C,-3%,16%,-30%,1.1,4%,2%,-3.3%,0%,-5.3%
O=c1c(Cl)c(NCCO)ncn1-c1ccccc1,-2%,39%,-30%,1.1,9%,14%,-4.3%,16%,-2.8%
NS(=O)(=O)c1ccc(CNc2ncnc3sccc23)cc1,-11%,-22%,8%,nt,-20%,nt,0.9%,nt,nt
COc1ccccc1C(=O)N(Cc1nc(-c2ccc(Cl)cc2)no1)C(C)C,-1%,-3%,42%,1.2,-60%,12%,2.0%,6%,-4.6%
COc1ccc(-c2[nH]ncc2CN2CCCOc3c(cccc3OC)C2)c(OC)c1,-6%,6%,-17%,1.1,6%,4%,-6.5%,-1%,-10%
Cc1nc2sc(C(c3ccc(F)cc3)N3CCN(C(=O)c4ccco4)CC3)c(O)n2n1 (stereo not given),1%,26%,-32%,1,-13%,4%,9.4%,1%,-0.4%
O=C(NCCNC(=O)c1ccccc1)c1ccccc1,-7%,27%,-10%,nt,-3%,nt,2.4%,nt,nt
CC(C)c1nnc(NC(=O)CCC(=O)NC2CCCCCC2)s1,-11%,-7%,-30%,nt,2%,nt,-9.7%,nt,nt
c1ccc(OCc2nc(-c3ccncc3)no2)cc1,-6%,4%,38%,1.1,-62%,4%,-3.3%,0%,-7.2%
O=c1c2sccc2nc(SCc2cc(=O)n3cc(Cl)ccc3n2)n1-c1ccc(F)cc1,12%,23%,-26%,1,14%,3%,8.4%,-4%,-6.6%
CCc1ccc(OCc2n[nH]c(=S)n2Cc2ccccc2)cc1,0%,-54%[20 µM],-8%,0.8,17%,nt,nt,nt,-6.2%
CCOc1ccccc1C1NC(=O)c2ccccc2O1 (stereo not given),0%,-63%[20 µM],-1%,nt,-6%,nt,1.4%,nt,nt
O=C(c1ccc(CS(=O)Cc2ccc(Cl)cc2)o1)N1CCN(c2ccccc2F)CC1 (stereo not given),-12%,-23%,-6%,nt,22%,nt,-1.5%,nt,nt

# Looked up by compound from above, two records:
molecule,LYP inhibition,KOR beta-arrestin-1,NOD1 inhibition,TNAP activation fold,NOD2 inhibition,human PMI inhibition,KOR beta-arrestin-2,PMI inhibition,XIAP antagonists
CCOC(=O)N1CCN(c2cc(C)nc3nc(C)nn23)CC1,-1%,10%,-24%,1.1,3%,-18%,2.9%,-15%,-3.7%
CCOc1ccccc1C1CC(c2cccs2)=NN1S(C)(=O)=O (stereo not given),0%,-30%[20 µM],-10%,1.4,7%,5%,0.0%,8%,-36%

# Next entries
molecule,LYP inhibition,KOR beta-arrestin-1,NOD1 inhibition,TNAP activation fold,NOD2 inhibition,human PMI inhibition,KOR beta-arrestin-2,PMI inhibition,XIAP antagonists
CCC(C)NS(=O)(=O)c1ccc(NC(=O)c2c(-c3ccccc3)noc2C)cc1 (stereo not given),-3%,38%,-1%,0.9,0%,3%,-2.4%,4%,-3.4%
CCOc1cc(CNCCCN2CCOCC2)cc(Br)c1OCC(=O)Nc1cccc(C(F)(F)F)c1,-16%,-34%,nt,1.1,21%,8%,10%,8%,-6.3%
Cc1ccc(-c2nnn(CC(=O)N(Cc3ccc(F)cc3)C(C(=O)NC3CCCC3)c3ccncc3)n2)o1 (stereo not given),-3%,-42%,-33%,1.1,4%,-4%,7.0%,-5%,-2.5%
Cc1cc(C)c(C)c(S(=O)(=O)NCCCN2CCOCC2)c1C,-11%,4%,-27%,1.1,10%,2%,-1.8%,2%,-5.7%
COc1cccc(NC(=O)CCc2c(C)nc3nc(CNC(=O)c4cccc(F)c4)nn3c2C)c1,-8%,9%,-18%,nt,6%,nt,-0.8%,nt,nt
CCC(C)[C@H](NC(=O)[C@H](Cc1ccccc1)n1c(=O)[nH]c2ccccc2c1=O)C(=O)N1CCC(C(=O)O)CC1 (stereo not given in full),-9%,-4%[20 µM],-22%,nt,8%,nt,-3.7%,nt,nt
O=S(=O)(NCCc1ccncc1)c1ccc(Br)cc1,-8%,-19%,-8%,1,-2%,13%,-0.4%,5%,-4.7%
Cn1c(-c2ccc3c(c2)OCO3)c(C(=O)O)c(=O)c2ccccc21,9%,24%,-4%,1.1,19%,-6%,0.1%,-4%,-6.2%
COc1cc(OC)cc(C(=O)NC(=S)Nc2cc3oc4ccccc4c3cc2OC)c1,1%,15%,-44%,1.1,29%,18%,4.3%,9%,0.1%
Cc1cc(=O)n(C)c(=O)n1CCCCOc1cccc([N+](=O)[O-])c1,-9%,0%,-30%,1.1,11%,6%,-3.2%,8%,-6.9%
Cc1ccc(C2=NN(C(=O)CSc3nc4ncc(Cl)cc4[nH]3)C(c3ccco3)C2)cc1 (stereo not given),10%,-6%,-26%,1.1,2%,11%,-0.3%,9%,-2.3%
COCCCn1c(-c2ccc(OC)cc2)nc2c1c(=O)[nH]c(=O)n2Cc1ccccc1,-6%,-10%,-9%,nt,10%,nt,-0.3%,nt,nt
CC(=O)Nc1ccc(SCC(=O)Nc2sccc2C#N)cc1,-8%,-5%,-34%,1.1,-13%,5%,-5.7%,9%,-7.9%
Cc1cc2ncn(S(=O)(=O)c3ccc(F)cc3)c2cc1C,-12%,-26%[20 µM],-10%,nt,12%,nt,1.2%,nt,nt
CCn1c(=O)c2c3c(sc2n2c(=S)[nH]nc12)CCC3,-1%,-20%,-30%,1,1%,1%,-6.0%,2%,-2.1%
Nc1ccc2nc(-c3ccccc3)[nH]c2c1,-19%,-19%,-26%,1,-89%,14%,4.4%,15%,-2.7%
N#Cc1cc([N+](=O)[O-])ccc1Oc1ccc(-c2nnco2)cc1,-8%,-26%,-21%,nt,6%,nt,-1.7%,nt,nt
COCCOC(=O)C1=C(N)Oc2c(oc(CO)cc2=O)C1c1c(F)cccc1Cl (stereo not given),-8%,-7%,-25%,1.1,25%,-2%,-1.5%,-6%,-13%
CC(=O)/C(=N\Nc1ccccc1)Oc1ccc([N+](=O)[O-])cc1,4%,-19%,18%,0.6,-11%,-4%,9.2%,14%,-7.3%
CC(=O)Nc1ccc(NC(=O)C2CC(=O)N(c3ccccc3Cl)C2)cc1 (stereo not given),-7%,5%,6%,1.1,-3%,6%,-1.4%,6%,8.3%

# Single records, as listed above. Screens in order: LYP inhibition, KOR beta-arrestin-1, NOD1 inhibition, TNAP activation fold, NOD2 inhibition, human PMI inhibition, KOR beta-arrestin-2, PMI inhibition, XIAP antagonists
# Nc1ccc2nc(-c3ccccc3)[nH]c2c1 as listed: -19%, -19%, -26%, 1, -89%, 14%, 4.4%, 15%, -2.7%
# CC(=O)/C(=N\Nc1ccccc1)Oc1ccc([N+](=O)[O-])cc1 as listed: 4%, -19%, 18%, 0.6, -11%, -4%, 9.2%, 14%, -7.3%
# Cc1cc2ncn(S(=O)(=O)c3ccc(F)cc3)c2cc1C as listed: -12%, -26%[20 µM], -10%, nt, 12%, nt, 1.2%, nt, nt

# Further records
molecule,LYP inhibition,KOR beta-arrestin-1,NOD1 inhibition,TNAP activation fold,NOD2 inhibition,human PMI inhibition,KOR beta-arrestin-2,PMI inhibition,XIAP antagonists
Cc1ccc2c(c1)C(c1ccccc1)N(C(=O)C(C)C)CC(=O)N2 (stereo not given),-2%,-8%,-22%,1.1,-4%,5%,-5.4%,6%,-0.4%
O=C(Nc1ccc(Cl)cc1Cl)c1cc2ccccc2o1,-8%,-91%[20 µM],-38%,nt,-87%,nt,0.5%,nt,nt
COc1ccc(OCc2n[nH]c(=S)n2Cc2ccco2)cc1,0%,20%,-14%,0.9,-3%,13%,-9.8%,15%,-7.9%
CCCCC(=O)NC(c1ccc(N(CC)CC)cc1)c1ccc2cccnc2c1O (stereo not given),-4%,-3%,0%,nt,14%,nt,-2.1%,nt,nt
O=C(COC(=O)c1ccccc1OCc1ccccc1Cl)NC1CC1,-3%,-22%,4%,1.1,16%,-3%,2.2%,-6%,-3.1%
CN(C)Cc1c(C(=O)N/N=C/c2ccc(OCc3ccc(F)cc3)cc2)nnn1-c1nonc1N,0%,-57%,-20%,nt,-15%,nt,0.0%,nt,nt
CN(CC(=O)NCC1CCCO1)S(=O)(=O)c1ccc(Br)cc1 (stereo not given),-7%,-12%,-21%,nt,-3%,nt,8.3%,nt,nt
CC(=O)C1=C(c2ccccc2)N(C(C)=O)n2c(C)nnc2S1,-5%,0%,-36%,0.9,-2%,6%,-4.0%,8%,-3.4%
O=C1NC(=Nc2ccc(Cl)cc2)SC1Cc1cccc(Cl)c1Cl (stereo not given),5%,-18%,39%,1.6,9%,-1%,7.6%,-9%,-0.9%
Cc1ccccc1CS(=O)(=O)Cc1ccc(C(=O)N2CCOCC2)o1,-7%,16%,-15%,1.1,3%,6%,1.9%,8%,-14%
C/C(=N\Nc1cc(C)nc(-c2ccccc2)n1)c1cccc([N+](=O)[O-])c1,-1%,-22%[20 µM],21%,1,23%,16%,-1.4%,10%,-6.7%
CC(=O)N1CCc2cc(C(=O)CN3CCN(c4cccc(Cl)c4)CC3)ccc21,0%,-2%,-20%,1.1,-5%,-43%,5.9%,-50%,2.3%

# Screens: PubChem, Sanford-Burnham Center for Chemical Genomics
